# tim23-1 inh: inhibits growth of tim23-1 mutant yeast; S. cerevisiae tim23-1 growth, BacTiter-Glo luminescence, 24 h; inhibition, % at 20 µM; hit rate 1.3% among 330,000;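 active means growth inhibition of the mutant yeast at or above 50%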;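 further: temperature-sensitive mutant grown at 25 °C; plate controls were DMSO-treated mutant yeast for no effect and medium wells lacking yeast for full effect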
# APJ antagonist: APJ receptor antagonism | P35414 | CHO-K1 APJ beta-arrestin complementation, luminescence | inhibition, % at 20 µM | hit rate 0.32% among 330,000;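 active means inhibition above about 40% at 20 µM, limit read from the data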;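 further: cells challenged with 10 nM apelin-13 agonist together with compound; plate controls were apelin-13 plus DMSO wells for no effect and DMSO wells lacking apelin-13 for full effect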
# Target sequence (P35414 whole entry, looked up): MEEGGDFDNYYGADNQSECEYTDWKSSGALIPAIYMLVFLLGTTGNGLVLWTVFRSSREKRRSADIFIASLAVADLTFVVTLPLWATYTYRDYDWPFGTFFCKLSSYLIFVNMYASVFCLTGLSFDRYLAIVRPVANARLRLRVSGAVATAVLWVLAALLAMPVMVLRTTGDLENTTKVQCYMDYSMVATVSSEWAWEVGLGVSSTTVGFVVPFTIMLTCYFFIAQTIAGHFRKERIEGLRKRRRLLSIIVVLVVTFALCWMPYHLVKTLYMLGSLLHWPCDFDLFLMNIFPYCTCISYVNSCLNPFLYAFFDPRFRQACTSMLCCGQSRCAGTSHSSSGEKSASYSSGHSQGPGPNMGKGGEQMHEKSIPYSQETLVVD
# APJ agonist: APJ receptor agonism; activation, % at 20 µM; hit rate 0.11% among 330,000; P35414; CHO-K1 APJ PathHunter beta-arrestin, luminescence; 0% DMSO wells, 100% apelin;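 active means activation more than six SD over the plate average, tested at 20 µM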;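 further: 0% = DMSO alone and 100% = apelin-13 at 10 nM; some results filed as inactive read as strong as hits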
#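 Assay system: CHO-K1 APJ beta-arrestin complementation cell line / Compound: single test compound dose, 20 µM final, 1% DMSO / Times: overnight seeding, 90 min compound at 25 °C, 1 h detection / Technique: beta-gal luminescence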
# GRIN3A LBD mod: NR3A (human) ligand-binding domain modulation; NR3A LBD differential scanning fluorimetry, Tm shift; 0% = protein alone, 100% = glycine-bound protein; Tm shift relative to glycine control, % at 25 µM; hit rate 2.5% among 340,000; AID 1259313;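 active means melting temperature shift of at least 10% of the positive control shift, at one fixed dose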
# tim10-1 inh: growth inhibitors of tim10-1 mutant yeast; S. cerevisiae tim10-1 ts strain growth, BacTiter-Glo, 24 h; hit rate 2.2% among 330,000; AID 463190; inhibition, % at 20 µM;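 active means inhibition of at least 40%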;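 further: mutant grown at 25 °C; 0% = DMSO wells with yeast and 100% = wells holding no yeast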
# NALP3 yeast inh: blocks the NALP3 inflammasome reconstituted in yeast. hit rate 0.39% among 330,000. inhibition, % at 10 µM. Yeast reconstituted NLRP3/ASC/caspase-1, beta-gal luminescence, 24 h. AID 2825;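 active means inhibition of 50% or more; inactive means inhibition below 50%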;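 further: plate controls were induced DMSO wells for no effect and uninduced yeast grown without galactose for full effect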
# MIN6 prolif: inducers of beta-cell replication in MIN6 cells | AID 2380 | MIN6 cells proliferation, ATPlite luminescence, 48 h; cells starved in 0.2% serum; 100% = growth in 10% serum | hit rate 0.29% among 330,000 | proliferation, % at 10 µM;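 active means compounds whose signal lies at least 3.5 SD above the mean of all wells on their plate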;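 further: 0% = DMSO-treated cells in low-serum medium and 100% = 10% serum control; some compounds called inactive have numbers as strong as hits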
# TIM10 inh: growth inhibitors of TIM10 yeast strain; S. cerevisiae TIM10 strain growth, BacTiter-Glo luminescence, 24 h; inhibition, % at 10 µM; hit rate 1.4% among 330,000;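 active means inhibition of 40% or more at the single tested concentration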;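 further: wild-type TIM10 isogenic control strain grown at permissive 25 °C; 0% = DMSO yeast wells and 100% = minimal medium wells without yeast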
# MPTP block: blocks calcium-induced mitochondrial swelling. isolated mouse mitochondria, Ca2+ swelling absorbance, 30 min. inhibition, % at 10 µM. hit rate 1.4% among 360,000. AID 602449;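 active means inhibition of 50% or more, scaled per plate between neutral and stimulator controls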;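 further: 0% = DMSO wells given calcium and 100% = 1 mM EGTA wells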
# * hit, by the source's call; nt = not tested or not shown; & = joins results of further samples.
SMILES,tim23-1 inh,APJ antagonist,APJ agonist,GRIN3A LBD mod,tim10-1 inh,NALP3 yeast inh,MIN6 prolif,TIM10 inh,MPTP block
CCN(C(=O)COC(=O)c1cc2ccccc2cc1O)C1CCS(=O)(=O)C1 (stereo not drawn),7,0,-1,2,15,8,-1,-3,-1.0
CCCCOc1ccc(-c2nc(-c3cccnc3)no2)cc1,30,1,-2,2,19,25,-2,12,64*
O=S(=O)(Cc1nnnn1-c1ccccc1)c1ccc(Cl)cc1,12,8,1,0,14,10,-1,-6,-1.0
CSc1nc(C=Nc2ccccc2Cl)c(O)n1Cc1cccc(Cl)c1,15,17,0,-1,25,7,-1,23,7.0
O=C(C1CCOCC1)N1CCCC(N2CCN(c3ccc(F)cc3)CC2)C1 (stereo not drawn),-16,12,-2,0,-8,6,-3,3,-1.7
Cc1onc(-c2ccccc2Cl)c1C(=O)OCC(=O)Nc1ccc2c(c1)OCO2,9,5,3,-6,23,5,-2,-12,0.1
Cc1sc(=NC(=O)c2ccco2)n(C)c1-c1ccccc1,45,21,0,2,30,37,-4,20,0.2
CCOC(=O)C1CCc2nc3ccccc3c(=O)n21 (stereo not drawn),0,12,-5,2,-6,-3,-1,-7,0.0
CCOc1cc(/C=C2/C(=N)N3N=C(CC)SC3=NC2=O)ccc1OC(=O)c1ccco1,23,9,-6,-9,17,-6,-4,21,1.4
O=C(COC(=O)c1ccc2c(c1)OCCO2)Nc1cccc(S(=O)(=O)N2CCOCC2)c1,5,3,0,0,1,0,2,-1,0.7

# Structures above with a Cl atom (three):
SMILES,tim23-1 inh,APJ antagonist,APJ agonist,GRIN3A LBD mod,tim10-1 inh,NALP3 yeast inh,MIN6 prolif,TIM10 inh,MPTP block
O=S(=O)(Cc1nnnn1-c1ccccc1)c1ccc(Cl)cc1,12,8,1,0,14,10,-1,-6,-1.0
CSc1nc(C=Nc2ccccc2Cl)c(O)n1Cc1cccc(Cl)c1,15,17,0,-1,25,7,-1,23,7.0
Cc1onc(-c2ccccc2Cl)c1C(=O)OCC(=O)Nc1ccc2c(c1)OCO2,9,5,3,-6,23,5,-2,-12,0.1

# Additional entries
SMILES,tim23-1 inh,APJ antagonist,APJ agonist,GRIN3A LBD mod,tim10-1 inh,NALP3 yeast inh,MIN6 prolif,TIM10 inh,MPTP block
COc1ccccc1N1CCN(CC(O)COCc2cccs2)CC1 (stereo not drawn),-6,9,-3,-2,7,3,-2,11,2.0
COc1ccc(NC(=O)C(NC(=O)c2ccc(=O)[nH]c2)c2ccc(OC)cc2)cc1 (stereo not drawn),-2,-2,-5,-2,7,15,0,-1,-0.4
COc1ccc(NC(=O)CSc2nc3scc(C)c3c(=O)[nH]2)cc1,-7,-7,-4,-2,3,13,-3,-21,0.1
NS(=O)(=O)c1ccc(CNC(=O)c2cc(-c3ccccc3)nc3ccccc23)cc1,-13,0,1,-4,-17,-1,0,-23,4.1
CCN(CC)C(=O)CC1(c2ccccc2OC)CCOC(C(C)C)C1 (stereo not drawn),39,14,-2,-1,39,-15,2,14,1.1
Cc1cc(C)cc(NS(=O)(=O)c2ccc3oc(=O)ccc3c2)c1,26,-8,-4,-3,28,22,-2,40,-0.2
CCOC(=O)c1cccc(NC(=O)c2cccs2)c1,57*,-15,-1,-23,36,61*,-1,65*,1.6
COc1ccc(OC)c(N=Cc2c(O)[nH]c3ccccc23)c1,2,-9,-7,2,14,39,0,-15,0.5
CCCCN(NC(C)=O)c1nc(Cl)nc(NC(C)C)n1,7,1,1,1,-7,23,-2,6,-0.2
OCCNc1nc(Nc2ccccc2Cl)nc(N2CCCC2)n1,27,24,-5,1,28,14,9,6,-2.0
Cc1ccc(-c2nn3c(C)nnc3s2)cc1NC(=O)c1ccc(OC(C)C)cc1,-3,17,-4,-1,-1,30,-2,-20,-2.3
COC(=O)c1nnn(Cc2ccccc2)c1N,16,29,-4,2,8,2,0,0,1.5
COc1ccc(CCNC(=O)CSc2nc(-c3ccco3)cc(C(F)(F)F)n2)cc1,25,5,1,-18,13,5,-4,27,-0.6
COc1cccc(Sc2nc(-c3ccccc3)ncc2S(C)(=O)=O)c1,12,-4,-1,-1,7,-1,5,10,0.7
COc1ccc(CN2C(=O)N(c3ccccc3)C(=O)C2CC(=O)Nc2ccccc2)cc1OC (stereo not drawn),12,13,-3,5,-3,11,4,-7,1.7
O=C1CC(c2cccc(Oc3ccccc3)c2)NC(=O)N1 (stereo not drawn),7,2,-7,-2,25,5,-1,0,1.8
CC(C)c1nc2c(s1)CCc1onc(-c3ccc(Cl)cc3)c1-2,5,8,-4,-1,7,1,-5,-2,0.8
Cc1ccc(NC(=O)c2cccc(C(=O)OC(C)C)n2)c(Br)c1,15,0,0,-3,34,4,4,18,1.3
CC(=O)N1CCc2cc(Br)cc(S(=O)(=O)N3CCCCCC3)c21,24,10,-2,1,34,-1,-1,26,-1.1
N#C/C(=C\C=C\c1ccccc1)C(=O)Nc1ccccc1,19,16,-2,-5,9,9,-5,15,4.8
COc1ccc(NC(=O)CSc2nnc(-c3ccc(C)cc3)n2N)cc1,-9,29,-5,2,-6,-4,1,-9,-0.3
C[C@H](NC(=O)c1nc[nH]c1C(=O)NC(c1ccccc1)c1ccccc1)C(=O)OC(C)(C)C,30,0,-6,-13,31,6,-8,27,0.6
COc1ccc(O)c(-c2cc(-c3ccccc3Cl)[nH]n2)c1,81*,-30,0,6,39,-8,-2,50*,4.8
COc1ccccc1C(=O)NCC(=O)OCC(=O)Nc1cccc(S(=O)(=O)N(C)C)c1,-23,7,-3,0,5,8,0,-6,-0.4
COc1cc(-c2nnc(COc3ccc(Cl)cc3C)o2)cc(OC)c1OC,-4,-1,-2,-1,24,17,-1,-3,-2.0
CCN1CCN(CCC(=O)Nc2cc(C)ccc2C)CC1,-11,-14,-3,0,-7,2,-3,2,-1.0
CCCCc1nc2n[nH]c(N)c2c2c1CCCC2,10,10,1,1,12,11,4,17,-0.2
CN(Cc1nc(-c2cnccn2)no1)CC1(c2ccccc2)CC1(C)C (stereo not drawn),25,0,-1,-5,17,13,2,13,-0.3
COCCN(C(=O)CNC(=O)c1ccco1)C(C(=O)NC1CCCCC1)c1cccs1 (stereo not drawn),5,9,-7,-2,14,4,-2,-10,-1.3
CCOC(=O)CSc1nnc(-c2cccnc2)o1,-8,14,-4,-1,-1,18,-2,-4,0.9
CC(OC(=O)CCC(=O)N1CCN(S(=O)(=O)c2ccc3ccccc3c2)CC1)C(=O)NC(N)=O (stereo not drawn),-3,12,-1,2,-7,-3,-3,14,0.4
COc1ccccc1OCC(=O)O,6&16,-18&-15,3&1,0&-1,-2&13,9&8,-1&0,-18&-7,-5.4&-0.4
CCc1nc(SCC(=O)Nc2ccc(C(=O)O)cc2)n[nH]1,3,-53,0,0,-10,8,-4,-7,-3.6
NC(=O)Cn1c(=O)n(Cc2ccccc2)c(=O)c2cccnc21,-5,27,-7,0,-10,0,4,-4,-0.9
Cc1cc(=O)[nH]c(SCCCOc2ccc(F)cc2)n1,6,18,-1,1,17,10,3,-13,-2.8
COc1ccc(CNC(=O)C[C@H]2C[C@H](C(=O)N3CCOCC3)[C@@]3(CCC4CCCC4)c4[nH]c5ccc(Cl)cc5c4CCN3C2=O)cc1OC,38,nt,nt,10*,17,nt,nt,7,-1.0
O=C1C2CC=C(Cl)CC2C(=O)N1CCN1CCOCC1 (stereo not drawn),6,-4,-1,-3,1,16,-1,0,1.1
c1ccc(-c2nc3cnccn3c2Nc2ccc3c(c2)OCCO3)cc1,35,-3,-5,-3,34,4,6,44*,0.7
O=C(Nc1cccc(Cl)c1)O/N=C\c1ccncc1,-1,15,1,-1,-6,8,-1,8,82*
CS(=O)(=O)c1ccc2nc(NC(=O)C3CCCO3)sc2c1 (stereo not drawn),7,9,-1,2,12,-9,0,2,0.0
CC1CCN(CCCn2c(=S)[nH]c3c(sc4ccccc43)c2=O)CC1,6,22,-1,0,12,-10,-2,-36,0.2
O=C(COC(=O)c1cc(=O)[nH]c2ccccc12)Nc1nccs1,-28,-8,-7,0,-13,10,1,-52,0.2
CN1CCN(Cc2nc3c(c(=O)n(C)c(=O)n3C)n2CCCc2ccccc2)CC1,-8,9,-4,2,7,-7,-2,4,0.9
c1ccc(-n2nnc3ccccc32)nc1,1,20,-5,0,-16,14,2,-3,-1.6
Cc1ccc(C(C)C)c(OCc2n[nH]c(=S)o2)c1,3,1,-5,-1,10,7,0,10,12
NC(=O)c1ccc(NC(=O)COC(=O)CCSc2ccccc2)cc1,-1,-17,-6,-21,-6,8,-1,-17,0.3
COc1ccc(S(=O)(=O)N2CCN(c3ncnc4c(-c5ccccc5)nsc34)CC2)cc1,-8,11,-2,-1,6,6,-3,6,3.2
Cc1noc(C)c1COc1ccccc1C(=O)N(C)CC(=O)Nc1cccc(F)c1,9,21,-3,1,3,-1,6,6,-1.3
Cc1ccc(C)c(N2CCN(C(=O)C3CCCN(S(=O)(=O)c4c(C)noc4C)C3)CC2)c1 (stereo not drawn),35,7,6,2,27,9,-3,15,-0.7
CCCc1c(C)c2c(C)[nH]nc2oc1=O,16,-8,-3,-1,23,34,-5,2,-7.9

# New compounds follow
SMILES,tim23-1 inh,APJ antagonist,APJ agonist,GRIN3A LBD mod,tim10-1 inh,NALP3 yeast inh,MIN6 prolif,TIM10 inh,MPTP block
COC(=O)c1ccc(COC(=O)CNS(=O)(=O)c2ccccc2)cc1,16,-15,-3,-1,2,4,-4,3,-4.4
COc1ccc(-c2csc(NC(=O)c3c(C)noc3C)n2)cc1,24,2,-1,-2,0,23,-4,5,-0.5
O=C(CCl)NNc1cccc(Cl)n1,31,47*,-13,-2,28,8,-2,9,0.5
CSc1ccccc1OCc1cc(C(=O)N2CCN(C3CCCC3)C(=O)C2)no1,32,-6,-2,-5,13,16,-3,9,1.2
CC1CCN(C(=O)Cn2c3ccccc3c3nc4n(c(=O)c32)CCCS4)CC1,19,-1,1,-3,19,4,-1,2,-1.1
CCOc1ccc(S(=O)(=O)N(C)c2ccc(OCC(=O)N3CCOCC3)cc2)cc1,14,-2,7,-1,12,-9,0,2,5.6
COC(=O)c1ccc(N/C(=N/S(=O)(=O)c2ccccc2)c2ccccc2)cc1,27,17,0,7,13,13,0,23,2.9
CC(=O)C1=NOC2C(=O)N(c3ccccc3)C(=O)C12 (stereo not drawn),1,11,-2,0,-1,16,3,1,-0.7
O=C(NCc1ccco1)c1ccc2c(c1)S(=O)(=O)c1ccccc1C2=O,20,-48,11,-1,9,10,3,-7,-1.1
COc1ccc(Br)cc1/C=C(\C(=O)O)c1ccc(S(=O)(=O)N2CCCCC2)s1,22,-4,3,-5,12,-7,-4,33,-0.6
O=C(CSc1nnc(-c2n[nH]c3ccccc23)n1-c1ccccc1)Nc1cccc(Cl)c1,-28,-7,-1,22*,10,14,0,-35,1.4
O=C(NCc1ccc2c(c1)OCO2)c1ccccc1,10,4,-5,-2,8,10,-2,-6,1.1
CS(=O)(=O)Nc1ccccc1C(=O)N1CCCC1,-6,12,-6,0,-8,-3,-1,-1,0.5
Cc1cc(C)nc(SCc2ccc(C(=O)N/N=C/c3ccco3)cc2)n1,10,1,0,-4,-53,19,-1,2,-0.1
CCCn1nc(C(=O)Nc2ccc3c(c2)OCO3)c2ccccc2c1=O,37,5,-2,0,30,13,1,17,-0.6
CC(C)(C)c1cc(NC(=O)C2CCCO2)no1 (stereo not drawn),10,-12,-2,0,9,5,-1,-1,-0.2
CC(C)(C)c1ccc(OCCC(=O)OCC(=O)N2c3ccccc3NC(=O)C2(C)C)cc1,21,6,4,-6,12,7,-7,9,1.6
Cc1cc(C(=O)O)ccc1-c1ccc(/C=C2\NC(=O)N(Cc3ccc(F)cc3)C2=O)o1,25,1,-6,-1,-1,2,-4,22,3.0
COCCNC(=O)CCC1CCN(C/C=C/c2ccccc2OC)CC1,-5,3,0,0,-1,6,-1,4,0.1
